# RGS7-Gao reg: RGS7-Galphao binding modulators, primary screen, biochemical, multiplexed bead flow cytometry; actives lie on both sides; Guanine nucleotide-binding protein G(o) subunit alpha (Homo sapiens), P09471; binding response (% of control), % at 10 µM; actives 0.35% (n = 220,000); in the data active = binding response below about 49% or above about 150%; inconclusive = no clear call, values can overlap the other calls; inactive = in between;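 note: fluorescent Galphao held in activated GDP-AlF4 state binding bead-coupled RGS7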
# Mcl1-Bid inh: Mcl-1/Bid binding inhibitors, primary screen, biochemical, TR-FRET, 1536-well | Induced myeloid leukemia cell differentiation protein Mcl-1 (Homo sapiens), Q07820 | TR-FRET Mcl-1/Bid-Dy647 peptide binding | inhibition, % at 21.7 µM | actives 0.97% (n = 220,000) | AID 1021, 2008;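 active = compounds that cut the binding signal by more than half at the single screening dose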;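 note: His-tagged Mcl-1 with europium anti-His antibody binding Bid BH3 peptide; 0% = Mcl-1 plus peptide wells and 100% = peptide-only wells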
# Target sequence (Q07820 whole entry, looked up): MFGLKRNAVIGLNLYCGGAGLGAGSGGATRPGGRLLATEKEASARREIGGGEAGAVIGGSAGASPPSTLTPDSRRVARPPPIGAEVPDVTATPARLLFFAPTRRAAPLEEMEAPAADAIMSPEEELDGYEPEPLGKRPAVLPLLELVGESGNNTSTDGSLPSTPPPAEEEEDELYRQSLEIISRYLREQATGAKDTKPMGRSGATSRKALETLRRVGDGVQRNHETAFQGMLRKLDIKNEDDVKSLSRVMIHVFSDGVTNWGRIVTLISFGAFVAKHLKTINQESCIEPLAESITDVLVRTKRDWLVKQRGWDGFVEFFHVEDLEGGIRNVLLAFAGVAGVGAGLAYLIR
# RGS8-Gao reg: RGS8-Galphao binding modulators, primary screen, biochemical, multiplexed bead flow cytometry; Guanine nucleotide-binding protein G(o) subunit alpha (Homo sapiens), P09471; response (percent of control binding), % at 10 µM; actives lie on both sides; actives 0.34% (n = 220,000); in the data active = response below about 60% or above about 140%; inactive = in between;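 note: Galphao activated as the GDP aluminium fluoride complex binding bead-coupled RGS8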
# Bim-Bcl-2: inhibitors of Bim-Bcl-2 binding, primary screen, biochemical, multiplexed, human Bcl-2 family. Apoptosis regulator Bcl-2 (Homo sapiens), P10415. Bead-based flow cytometry, Bim peptide-Bcl-2 binding. inhibition, % at 10 µM. actives 0.06% (n = 190,000). AID 950, 2007; in the data active = inhibition above about 40%; inconclusive = no clear call, values can overlap the other calls;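 note: 0% = no compound wells with probe peptide and 100% = reference peptide inhibitor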
# RGS4-Gao reg: modulators of RGS4 binding to Galphao, primary screen, biochemical, multiplexed bead flow cytometry; actives lie on both sides; actives 0.33% (n = 220,000); binding response (% of control), % at 10 µM; in the data active = binding response below about 49% or above about 150%; inactive = in between;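 note: fluorescent Galphao activated with aluminum fluoride binding bead-coupled RGS4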
# Mcl1 Noxa PPI: Mcl-1/Noxa binding inhibitors, primary screen, biochemical, TR-FRET, 1536-well | TR-FRET Mcl-1/Noxa peptide binding, 2 h | inhibition, % at 21.7 µM | actives 1.5% (n = 220,000);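 active = compounds that cut the protein-peptide binding signal by more than 50% relative to plate controls in a single-dose test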;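 note: His-tagged Mcl-1 with rhodamine Noxa BH3 peptide and terbium anti-His antibody; 0% = Mcl-1 plus Noxa peptide wells and 100% = peptide-only wells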
# Starred values were filed as active, the others as inactive; u = inconclusive; x = not tested or not shown. Not all compounds are listed; the hit share may differ from the screen's.
SMILES,RGS7-Gao reg,Mcl1-Bid inh,RGS8-Gao reg,Bim-Bcl-2,RGS4-Gao reg,Mcl1 Noxa PPI
Cc1nn(-c2ccc(F)cc2)c2sc(C(=O)OC3CCOC3=O)cc12 (stereo unspecified),x,x,x,u,x,x
CC12CCC(C(=O)Nc3ccc(Cl)cc3)([C@H](Br)C1=O)C2(C)C (stereo partly specified),x,-3,x,x,x,-5
Cc1ccc(SCc2nc3ncccn3c2Br)cc1,x,-11,x,x,x,7
COc1ccccc1C(=O)NN1C(=O)/C(=C/c2cccn2C)SC1=S,x,-12,x,x,x,7
Cc1nc(C2CC(=O)OC23CCCCC3)cs1 (stereo unspecified),x,-4,x,x,x,-1
COc1ccc(O)c(C(=O)/C=C/c2cc3ccccc3o2)c1,x,67*,x,x,x,14
CCC1S/C(=N/N=C/c2ccco2)N(Cc2ccccc2)C1=O (stereo unspecified),x,-9,x,x,x,15
Cc1ccc(-c2nnc(C)c(N3CCOCC3)n2)cc1,100,x,101,u,99,x

# Retrieved by compound from the entries so far (2):
SMILES,RGS7-Gao reg,Mcl1-Bid inh,RGS8-Gao reg,Bim-Bcl-2,RGS4-Gao reg,Mcl1 Noxa PPI
CC12CCC(C(=O)Nc3ccc(Cl)cc3)([C@H](Br)C1=O)C2(C)C (stereo partly specified),x,-3,x,x,x,-5
COc1ccccc1C(=O)NN1C(=O)/C(=C/c2cccn2C)SC1=S,x,-12,x,x,x,7

# Part of the list above, reformatted.
compound	RGS7-Gao reg	Mcl1-Bid inh	RGS8-Gao reg	Bim-Bcl-2	RGS4-Gao reg	Mcl1 Noxa PPI
CCC1S/C(=N/N=C/c2ccco2)N(Cc2ccccc2)C1=O (stereo unspecified)	x	-9	x	x	x	15
CC12CCC(C(=O)Nc3ccc(Cl)cc3)([C@H](Br)C1=O)C2(C)C (stereo partly specified)	x	-3	x	x	x	-5
Cc1ccc(SCc2nc3ncccn3c2Br)cc1	x	-11	x	x	x	7
Cc1nn(-c2ccc(F)cc2)c2sc(C(=O)OC3CCOC3=O)cc12 (stereo unspecified)	x	x	x	u	x	x

# Shown as a hit in Mcl1-Bid inh, of those listed so far:
structure,RGS7-Gao reg,Mcl1-Bid inh,RGS8-Gao reg,RGS4-Gao reg,Mcl1 Noxa PPI
COc1ccc(O)c(C(=O)/C=C/c2cc3ccccc3o2)c1,x,67*,x,x,14

# Source: PubChem
